Screens as filed in PubChem.
MCL1-BIM inh = MCL1-BIM-BH3 interaction inhibition (human); Q07820; GST-MCL1 / FITC-Bim-BH3 fluorescence polarization; inhibition, % at 10.9 µM; 320,000 compounds, 0.68% hits; AID 2057;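 active means inhibition above the mean inhibition of all tested compounds plus 3 SD, set per campaign, cut at about 40% in these data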;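 further: 0% = DMSO wells and 100% = unlabeled Bim-BH3 peptide control; higher means more loss of mP so more displacement of Bim peptide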
GLD-1 TGE inh = GLD-1-TGE RNA interaction inhibition (C. elegans) | purified GLD-1 + fluorescein TGE RNA, fluorescence polarization | inhibition, % at 5.96 µM | 320,000 compounds, 0.44% hits | AID 2280;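 active means percent inhibition above a per-plate cutoff, the plate mean of test compounds plus 3 SD, cut at about 30% in these data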;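 further: 0% = DMSO wells with GLD-1 and probe and 100% = wells lacking GLD-1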
Target sequence (Q17339 whole entry, looked up): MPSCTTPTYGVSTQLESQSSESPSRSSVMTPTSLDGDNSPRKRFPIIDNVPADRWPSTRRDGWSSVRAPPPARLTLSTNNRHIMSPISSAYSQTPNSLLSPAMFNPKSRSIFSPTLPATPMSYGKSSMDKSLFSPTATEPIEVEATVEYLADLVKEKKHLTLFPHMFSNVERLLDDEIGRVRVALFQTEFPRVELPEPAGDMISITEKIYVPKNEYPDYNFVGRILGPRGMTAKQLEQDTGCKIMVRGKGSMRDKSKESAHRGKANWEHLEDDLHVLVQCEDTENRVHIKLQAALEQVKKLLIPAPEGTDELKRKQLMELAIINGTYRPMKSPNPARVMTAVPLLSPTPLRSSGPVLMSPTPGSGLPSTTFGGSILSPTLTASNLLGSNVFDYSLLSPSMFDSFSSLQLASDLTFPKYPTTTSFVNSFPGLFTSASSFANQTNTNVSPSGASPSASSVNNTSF
AGP1 TOR yeast = alters AGP1-GFP fluorescence in TOR pathway yeast screen; AID 2066; S. cerevisiae AGP1-GFP multiplex flow cytometry, 3 h; GFP as percent of DMSO wells; 320,000 compounds, 0.02% hits; GFP response vs DMSO, % at 10 µM;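 active means GFP response relative to DMSO above a set limit, near screen average plus 3 SD, cut at about 150% in these data; inconclusive means fewer than 70 cells counted for the yeast strain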;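 further: median GFP channel fluorescence of the gated AGP1 strain per well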
CIT2-GFP yeast = yeast TOR pathway CIT2-GFP modulation. S. cerevisiae CIT2-GFP strain, flow cytometry, 3 h; 100 means same as DMSO wells. GFP response vs DMSO, % at 10 µM. 320,000 compounds, 0.065% hits;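 active means GFP response relative to DMSO above a set limit, near the screen mean plus 3 SD, cut at about 150% in these data; inconclusive means Fewer than 70 cells measured for a yeast strain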;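 further: ratio of well median GFP fluorescence to mean of DMSO wells on the plate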
MEX-5 binding = C. elegans MEX-5 TCR-2 RNA binding activity; Q9XUB2; MEX-5/FITC-TCR2 RNA binding, fluorescence polarization; hits give low values; activity score (negative = inhibition of binding), % at 10 µM; 300,000 compounds, 0.38% hits; AID 1832;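 active means inhibition past about -25% in most replicates, and total fluorescence under double the plate's negative control median, limit read from the data; inconclusive means replicates evenly split on the limit, or fluorescence at least double controls; inactive means too little inhibition in most replicates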;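 further: 0% = DMSO and -100% = 5 µM competing unlabeled TCR2 RNA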
VLA-4 inh = inhibition in a human VLA-4 binding assay. inhibition, % (about 7 µM as worked out from the volumes in the protocol). VLA-4 expressing cells, ligand binding flow cytometry. 330,000 compounds, 0.2% hits. P13612; in the data active means inhibition above about 50%
GRK2 aptamer HTS = inhibitors of human GRK2 displacing RNA aptamer; P25098; 330,000 compounds, 0.59% hits; inhibition of aptamer binding, % at 10 µM; bead flow cytometry, FAM-aptamer displacement from GRK2;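 active means inhibition of aptamer binding above 40%, roughly 3 SD of noise, on plates passing a quality check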;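 further: median bead fluorescence of bound FAM aptamer so fluorescent compounds give negative values; no value below 0 was filed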
Target sequence (P25098 whole entry, looked up): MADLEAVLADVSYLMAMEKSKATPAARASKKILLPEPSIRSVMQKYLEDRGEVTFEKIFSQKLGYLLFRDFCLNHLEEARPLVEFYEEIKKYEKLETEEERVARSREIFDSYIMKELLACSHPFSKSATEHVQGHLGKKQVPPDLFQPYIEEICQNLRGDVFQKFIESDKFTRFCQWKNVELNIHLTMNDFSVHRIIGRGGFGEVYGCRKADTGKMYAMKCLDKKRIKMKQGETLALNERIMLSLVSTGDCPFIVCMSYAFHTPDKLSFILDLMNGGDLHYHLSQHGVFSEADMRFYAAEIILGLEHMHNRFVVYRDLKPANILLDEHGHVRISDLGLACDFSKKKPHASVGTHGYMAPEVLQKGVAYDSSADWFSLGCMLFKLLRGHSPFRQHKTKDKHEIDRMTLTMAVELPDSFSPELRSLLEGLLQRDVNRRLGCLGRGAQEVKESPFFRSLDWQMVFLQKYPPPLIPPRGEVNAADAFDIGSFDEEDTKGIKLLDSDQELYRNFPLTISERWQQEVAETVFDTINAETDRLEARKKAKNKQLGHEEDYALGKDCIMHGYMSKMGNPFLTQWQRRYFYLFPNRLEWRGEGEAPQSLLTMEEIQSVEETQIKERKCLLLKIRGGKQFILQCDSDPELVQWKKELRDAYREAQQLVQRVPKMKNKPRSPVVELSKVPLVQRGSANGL
BCLXL inh = Bcl-xL (human) inhibition | Q07817 | GST-Bcl-xL / FITC-Bim BH3 peptide fluorescence polarization | inhibition, % at 10.9 µM | 320,000 compounds, 0.7% hits;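 active means inhibition above the mean of all tested compounds plus 3 SD, cutoff set per campaign, cut at about 30% in these data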;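 further: 0% = DMSO wells and 100% = unlabeled Bim-BH3 peptide competitor; inhibitors lower millipolarization by displacing the labeled peptide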
Yeast superoxide = lowers age-related superoxide in aged yeast cells | superoxide response (% of plate mean), % at 10 µM | S. cerevisiae aged cells, superoxide DHE fluorescence; hits give low values | 330,000 compounds, 0.18% hits;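 active means superoxide response under a set limit, about three screen SD below normal, cut at about 65% in these data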;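 further: yeast aged for seven days with compound at 30 °C before DHE staining; 100% = average MFI of all compound-treated wells on the plate with controls excluded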
* = called active by the depositor; i = inactive; ? = inconclusive; . = not tested or not shown. Rows are unselected. About 2.1% of those tested had a hit in this group.

SMILES | MCL1-BIM inh | GLD-1 TGE inh | AGP1 TOR yeast | CIT2-GFP yeast | MEX-5 binding | VLA-4 inh | GRK2 aptamer HTS | BCLXL inh | Yeast superoxide
Cc1ccc(Oc2ccc(S(=O)(=O)NCC(C)(C)N3CCOCC3)cc2)cc1 | 9.7 | -2.3 | 93.4 | 99.6 | 0.9 | 7.1 | 2.0 | 7.7 | 92.1
O=C(CN1C(=O)CC(c2ccccc2)S(=O)(=O)c2ccccc21)N1CCCCC1 (centres undefined) | 0.7 | -1.9 | 95.7 | 96.8 | -1.8 | 10.5 | . | 10.0 | 101.7
CCOC(=O)Nc1ccc(C(N)=O)cc1 | -0.7 | 0.0 | 78.6 | 68.4 | 3.3 | 7.7 | 1.0 | 3.2 | 99.1
COc1cccc(CNC(=O)c2cccc(Br)c2)c1 | 1.2 | 2.4 | 101.3 | 102.6 | -0.4 | -13.6 | 0.0 | -0.1 | 99.5
CCn1c(=S)[nH]c2cc(S(=O)(=O)N3CCOCC3)ccc21 | . | 2.4 | 97.1 | 102.1 | . | 11.3 | 0.0 | . | 95.2
O=C(Nc1nccs1)c1ccc(S(=O)(=O)N2CCOCC2)cc1 | -3.1 | -5.0 | 98.1 | 96.8 | 3.0 | 17.2 | 0.0 | -4.5 | 99.0
COc1ccccc1C(=O)NCC(=O)N=Nc1c(O)n(C(C)C)c2ccccc12 | 3.8 | -2.1 | 100.2 | 98.1 | 1.0 | 14.2 | 2.0 | -2.2 | 98.3
CC(NC(=O)C(NC(=O)C(Cc1c[nH]c2ccccc12)NC(=O)OC(C)(C)C)C(C)C)C(N)=O (centres undefined) | 1.6 | 2.2 | 105.6 | 111.8 | -1.8 | -1.6 | 1.0 | 1.7 | 101.4
COc1ccc(NC(=O)COc2ccccc2)cc1Cl | 1.1 | 6.0 | 103.9 | 77.8 | 2.8 | -9.0 | 3.0 | 6.9 | 91.8
COc1cc(C(=O)Nn2cnnc2)ccc1OC(F)F | -1.6 | -3.0 | 99.1 | 93.9 | 0.9 | 15.6 | 4.0 | 3.1 | 105.3
O=C(Nc1ccccc1)/C(=C\c1ccc2c(c1)OCO2)NC(=O)c1ccco1 | 7.0 | 4.9 | 93.8 | 93.4 | 3.0 | -13.2 | 1.0 | 2.3 | 100.2
COc1ccc(/C=N/NC(=O)c2cc(C)oc2C)cc1OC | -3.0 | 3.8 | 110.6 | 113.0 | -3.3 | -3.5 | 0.0 | 2.2 | 113.3
Cc1nc(N)sc1C(=O)Nc1ccccc1 | -3.6 | 3.6 | 101.8 | 100.3 | 3.1 | -19.4 | 0.0 | 3.4 | 92.8
O=C(NCCC1CCCCN1S(=O)(=O)c1ccccc1)C(=O)NCc1ccccc1F (centres undefined) | 0.7 | 4.1 | 104.0 | 96.7 | -3.0 | -1.5 | 0.0 | 6.1 | 105.7
Cn1c(=O)n(C)c2cc(/C=N/NC(=S)NCc3ccccc3)ccc21 | 6.4 | 2.3 | 99.7 | 101.7 | 2.6 | 9.6 | . | 6.2 | 103.8
CC(C)(C)n1nnnc1C(c1ccccn1)N1CCN(C(c2ccccc2)c2ccccc2)CC1 (centres undefined) | 8.0 | 6.7 | 93.2 | 112.4 | 1.0 | -4.5 | 0.0 | 4.4 | 93.5
CCc1nnc(NS(=O)(=O)c2ccc(NC(=O)c3cc(Cl)ccc3OC)cc2)s1 | 4.6 | 2.6 | 108.1 | 104.8 | 2.2 | 1.7 | 3.0 | 1.5 | 107.1
Cc1ccc(C)c(NC(=O)CN(C)C(=O)c2cc(C3CC3)nn2-c2ccccc2)c1 | . | -0.2 | 99.2 | 92.8 | . | -5.0 | 0.0 | . | 116.1
CC(=O)c1cccc(S(=O)(=O)N2CCC(C(=O)Nc3cccc(C(=O)NC4CC4)c3)CC2)c1 | 2.4 | 0.4 | 105.2 | 96.5 | . | 0.8 | 0.0 | 1.8 | 131.8
COc1ccc(NC(=O)C2=CN3CCS(=O)(=O)N=C3C=C2)c(OC)c1 | -7.4 | 1.0 | 101.9 | 92.7 | . | -8.9 | 0.0 | -2.8 | 85.0

Two entries picked at random from the list so far, as already listed:
SMILES | MCL1-BIM inh | GLD-1 TGE inh | AGP1 TOR yeast | CIT2-GFP yeast | MEX-5 binding | VLA-4 inh | GRK2 aptamer HTS | BCLXL inh | Yeast superoxide
CCc1nnc(NS(=O)(=O)c2ccc(NC(=O)c3cc(Cl)ccc3OC)cc2)s1 | 4.6 | 2.6 | 108.1 | 104.8 | 2.2 | 1.7 | 3.0 | 1.5 | 107.1
CC(C)(C)n1nnnc1C(c1ccccn1)N1CCN(C(c2ccccc2)c2ccccc2)CC1 (centres undefined) | 8.0 | 6.7 | 93.2 | 112.4 | 1.0 | -4.5 | 0.0 | 4.4 | 93.5

(continued)
SMILES | MCL1-BIM inh | GLD-1 TGE inh | AGP1 TOR yeast | CIT2-GFP yeast | MEX-5 binding | VLA-4 inh | GRK2 aptamer HTS | BCLXL inh | Yeast superoxide
O=C(NC1c2ccccc2-c2ccccc21)c1ccccc1 | -0.5 | 0.8 | 108.8 | 113.7 | 2.4 | 18.4 | 1.0 | 1.7 | 84.2
CC1CCC(NC(=O)C(C)N2C(=O)C3CCCCC3C2=O)CC1 (centres undefined) | 4.2 | 7.0 | 93.3 | 99.4 | . | 2.7 | 0.0 | 0.6 | 77.8
CC(=O)NC(Cc1ccc(F)cc1)C(=O)NC1CCN(C(=O)Nc2ccc(F)cc2)CC1 (centres undefined) | 1.9 | -4.3 | 96.8 | 98.2 | -1.8 | 9.9 | 3.0 | 1.3 | 105.7
CCC(=O)c1ccc(OCC(=O)OCC(=O)NCCC2=CCCCC2)cc1 | -6.9 | -8.2 | 103.8 | 85.9 | 0.3 | 2.8 | 0.0 | -3.1 | 112.1
Cc1ccc(S(=O)(=O)CCC(=O)OCC(=O)NCCc2ccc(F)cc2)cc1 | 3.9 | 1.8 | 110.2 | 108.8 | 1.2 | -1.4 | 1.0 | 2.6 | 91.1
Cc1ccc2[nH]c(=S)cc(C)c2c1 | 13.2 | 0.2 | 95.1 | 90.1 | . | -0.6 | 0.0 | 7.9 | 83.7
CCOC(=O)c1noc(C)c1C(=O)Nc1nccs1 | 8.8 | -4.8 | 101.1 | 100.1 | -0.2 | 3.0 | 3.0 | 9.0 | 88.2
CC(=O)Oc1ccccc1-c1nc(C)nc(N(C)C(C)=O)n1 | 2.0 | 5.0 | 100.8 | 90.7 | 0.0 | -1.0 | 2.0 | 3.7 | 99.4
Cc1ccc(-n2c(=O)c3ccccc3n(CC(=O)NCc3ccco3)c2=O)cc1 | 3.3 | 0.1 | 108.5 | 101.6 | 2.9 | -1.7 | 1.0 | 5.6 | 106.7
Cc1oc2cc(O)ccc2c(=O)c1Oc1ccccc1Br | -3.3 | 1.6 | ? | ? | -0.6 | 19.4 | 0.0 | 1.9 | 97.6
COc1ccccc1N1CCN(C(=O)c2cccc(NC3=NC4CS(=O)(=O)CC4S3)c2)CC1 (centres undefined) | -2.8 | 3.3 | 101.3 | 96.1 | -2.8 | -14.1 | 0.0 | -5.5 | 126.4
Cc1ccc(C(c2nnnn2CS(=O)(=O)c2ccc(C)cc2)N2CCCC2)cc1 (centres undefined) | 3.6 | 0.2 | 97.0 | 97.0 | -0.1 | 9.8 | 3.0 | 4.0 | 89.0
Cc1sc(NC(=O)C2CCCO2)c(C#N)c1C (centres undefined) | 6.8 | 6.8 | 86.6 | 87.3 | 0.6 | 3.2 | 0.0 | 1.3 | 122.0
C[C@H]1C(=O)N(C)CCN1Cc1cn(C)nc1-c1ccc(Oc2ccccc2)cc1 | 3.3 | 7.8 | 95.1 | 101.7 | 1.5 | 6.2 | 0.0 | 5.5 | 97.7
COc1ccc2c(c1)c(C(=O)O)c(C)n2-c1ccc(Cl)cc1 | -9.0 | 3.5 | 91.9 | 89.2 | -3.7 | 14.5 | 6.0 | -1.4 | 117.7
C/C(=N\NC(=O)c1cc(-c2ccncc2)nc2ccccc12)c1ccc(OC(F)F)cc1 | 3.6 | 5.8 | 91.2 | 95.1 | 0.3 | 12.3 | 0.0 | 6.3 | 104.4
CS(=O)(=O)c1cccc(NC(=O)CSc2nnc3n2CCCCC3)c1 | -2.1 | -3.2 | 103.3 | 98.2 | . | 9.9 | 0.0 | -0.6 | 88.5
O=C(COC(=O)CNS(=O)(=O)c1cccc(Br)c1)Nc1ccccc1Sc1ccccc1 | -0.9 | 3.8 | 98.1 | 101.3 | -1.6 | 9.1 | 0.0 | -6.7 | 98.5
COc1cccc(-n2cnc3c(sc4nc(N5CCOCC5)c5c(c43)CCCC5)c2=O)c1 | 2.4 | 1.5 | 107.3 | 107.2 | -3.0 | 9.0 | 0.0 | 5.8 | 97.7
COc1ccc(CCNC(=S)NC(=O)/C=C/c2ccc(C)cc2)cc1OC | 5.7 | -0.5 | 71.3 | 64.7 | 1.4 | 11.4 | 2.0 | 5.5 | 90.0
CC(C)CC(C(=O)Nc1oc(-c2ccco2)c(-c2ccco2)c1C#N)N1C(=O)c2ccccc2C1=O (centres undefined) | 0.3 | -2.8 | 104.2 | 106.0 | 1.7 | 10.0 | 3.0 | 2.9 | 82.6
O=C(O)c1ccc(N2C(=O)CC(SC(=NCc3ccc4c(c3)OCO4)Nc3ccc(F)cc3)C2=O)cc1 (centres undefined) | 4.2 | 3.0 | 101.2 | 105.1 | 0.2 | 4.1 | 0.0 | 2.7 | 110.1
CCn1c(SCC(=O)Nc2ccccc2C(=O)OC)nnc1-c1ccoc1C | 2.5 | -9.7 | 100.0 | 93.9 | 0.1 | 7.2 | 0.0 | -0.5 | 99.8
Cc1ccc2[nH]cc(/C=C/c3cc[n+](C)cc3)c2c1 | . | . | 104.7 | 146.7 | ? | i | 0.0 | . | 92.9
Cc1ccccc1N1CCN(C2CCCN(C(=O)CCN3CCCO3)C2)CC1 (centres undefined) | 4.1 | 12.6 | 99.5 | 101.8 | 3.5 | -25.5 | 0.0 | 7.0 | 108.0
Cc1c(NC(=O)c2ccc(CN3CCc4ccccc4C3)cc2)c(=O)n(-c2ccccc2)n1C | 4.4 | 0.8 | 108.1 | 104.1 | -0.8 | 13.1 | 2.0 | 5.2 | 96.5
CC(=O)C1=C(C)NC(=O)NC1/C=C/c1ccccc1 (centres undefined) | -1.5 | 3.5 | 103.6 | 92.3 | -2.2 | -2.8 | 4.0 | 2.3 | 100.6
COc1cccc(N2CCN(C(=O)CCCCCn3c(=S)[nH]c4cc5c(cc4c3=O)OCO5)CC2)c1 | 2.1 | 4.3 | 99.2 | 95.8 | 1.7 | -1.7 | 1.0 | 2.6 | 103.7
CCOC(=O)C1Nc2ccc(C(F)(F)F)cc2C2C=CCC12 (centres undefined) | 17.4 | -2.4 | 74.6 | 71.1 | -0.4 | -10.3 | 2.0 | 8.7 | 104.4
O=C(Nc1ccc(Cl)cc1)N1CCCC1 | -1.0 | -3.1 | 96.2 | 97.2 | -1.4 | -5.8 | 0.0 | 0.9 | 66.3
CCNC(=O)Nc1ccc(-n2nc(C)c(C(=O)OCC)c2C)nc1 | 4.4 | 0.7 | 110.3 | 101.7 | -2.5 | 0.2 | 0.0 | 5.2 | 114.5
COc1ccc(OCC(=O)N(Cc2cccs2)C2CCS(=O)(=O)C2)cc1 (centres undefined) | 3.1 | 4.3 | 108.3 | 100.9 | 3.0 | 6.5 | 0.0 | 4.8 | 89.2
N/C(=N\OC(=O)c1cccs1)c1cccnc1 | 6.9 | 0.7 | 108.8 | 109.9 | 1.4 | 1.5 | 0.0 | 2.4 | 96.1
